From PubChem BioAssay
EBI2 block: EBI2 (human) antagonism | P32249 | EBI2 beta-arrestin recruitment, luminescence, 7a,25-OHC stimulated | inhibition, % at 5 µM | actives 0.81% (n = 360,000) | AID 651636; in the data active means inhibition above about 38%;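 further: enzyme fragment complementation signal reports receptor beta-arrestin coupling in cells; 0% = agonist plus DMSO wells and 100% = wells without agonist; some results beyond the cut were filed as inactive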
Target sequence (P32249 whole entry, looked up, the tested form may be a part): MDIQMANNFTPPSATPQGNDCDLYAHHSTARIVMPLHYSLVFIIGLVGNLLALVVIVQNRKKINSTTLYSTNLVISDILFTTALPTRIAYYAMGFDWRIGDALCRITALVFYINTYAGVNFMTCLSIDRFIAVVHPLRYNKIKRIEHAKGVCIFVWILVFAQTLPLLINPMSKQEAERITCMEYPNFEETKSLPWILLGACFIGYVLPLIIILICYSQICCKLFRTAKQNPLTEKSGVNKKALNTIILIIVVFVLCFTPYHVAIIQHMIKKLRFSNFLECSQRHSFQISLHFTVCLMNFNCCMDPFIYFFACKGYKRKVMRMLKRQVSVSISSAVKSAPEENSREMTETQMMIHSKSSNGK
CXCR6 inh: inhibitors of human CXCR6 receptor; O00574; CHO-K1 PathHunter CXCR6 beta-arrestin, luminescence; inhibition, % at 20 µM; actives 0.36% (n = 360,000); in the data active means inhibition above about 34%, passing the limit was not always enough;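 further: antagonist mode with CXCL16 agonist at 10 nM final; 0% = 10 nM CXCL16 with DMSO and 100% = unstimulated wells without agonist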
Target sequence (O00574 whole entry, looked up): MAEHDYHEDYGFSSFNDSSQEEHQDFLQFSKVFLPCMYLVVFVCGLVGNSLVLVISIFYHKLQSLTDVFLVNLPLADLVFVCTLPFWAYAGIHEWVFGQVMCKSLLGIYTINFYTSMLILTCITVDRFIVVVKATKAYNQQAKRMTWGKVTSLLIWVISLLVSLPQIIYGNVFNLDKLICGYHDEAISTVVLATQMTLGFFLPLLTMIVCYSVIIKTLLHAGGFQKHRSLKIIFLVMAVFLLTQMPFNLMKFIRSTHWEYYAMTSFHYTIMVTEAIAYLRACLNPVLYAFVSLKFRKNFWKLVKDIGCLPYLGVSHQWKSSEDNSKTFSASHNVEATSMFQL
* hit, by the source's call.

`CN(CC(=O)Nc1ccc(F)cc1)C(=O)c1ccc(-c2ccc(F)cc2)o1` gave EBI2 block 12 and CXCR6 inh -6.
`C=CC1=CCN(S(=O)(=O)C(C)(C)C)[C@H]1CCO` gave EBI2 block -4 and CXCR6 inh -5.
For CC(C)(C)c1ccc(CC(=O)N2CCC2(C)C(=O)NS(=O)(=O)c2cccc(Cl)c2)cc1 (stereo not given) the results were EBI2 block -6 and CXCR6 inh 6.
`Cc1cccc(C)c1NC(=O)CN1CCN(C(=O)CCC(=O)N2CCC(c3ccccc3)=N2)CC1` gave EBI2 block 2 and CXCR6 inh -1.
`CC1(C(=O)NS(=O)(=O)c2cccc(C#N)c2)CCN1C(=O)C1CCCCC1` (stereo not given) gave EBI2 block -6 and CXCR6 inh 0.
`O=C(NCc1ccccc1Cl)c1csc([C@@H]2C[C@H](O)[C@@H](CO)O2)n1` gave EBI2 block -11 and CXCR6 inh 2.
Screening Cc1cc(C(C)(C)C)cc(CN2CCN(S(=O)(=O)c3cccs3)CC2)c1O returned EBI2 block 23 and CXCR6 inh -6.
`OC[C@@H]1CN(Cc2cccc(C(F)(F)F)c2)C[C@H](n2cnc3c(NC4CC4)ncnc32)O1` gave EBI2 block 65* and CXCR6 inh -4.
Screening COc1cccc(C(=O)NCCCNc2nc3cc(C)cc(C)c3cc2C#N)c1 returned EBI2 block 20 and CXCR6 inh 9.
`CCCCn1nnnc1C(c1cc2ccccc2o1)N(C)Cc1ccc(Cl)c(Cl)c1` (stereo not given) gave EBI2 block 16 and CXCR6 inh 12.

Compounds shown so far with four or more nitrogen atoms:
`Cc1cccc(C)c1NC(=O)CN1CCN(C(=O)CCC(=O)N2CCC(c3ccccc3)=N2)CC1` gave EBI2 block 2 and CXCR6 inh -1.
`OC[C@@H]1CN(Cc2cccc(C(F)(F)F)c2)C[C@H](n2cnc3c(NC4CC4)ncnc32)O1` gave EBI2 block 65* and CXCR6 inh -4.
Screening COc1cccc(C(=O)NCCCNc2nc3cc(C)cc(C)c3cc2C#N)c1 returned EBI2 block 20 and CXCR6 inh 9.
`CCCCn1nnnc1C(c1cc2ccccc2o1)N(C)Cc1ccc(Cl)c(Cl)c1` (stereo not given) gave EBI2 block 16 and CXCR6 inh 12.

3 compounds picked at random from the list so far, as already listed:
Screening COc1cccc(C(=O)NCCCNc2nc3cc(C)cc(C)c3cc2C#N)c1 returned EBI2 block 20 and CXCR6 inh 9.
`CC1(C(=O)NS(=O)(=O)c2cccc(C#N)c2)CCN1C(=O)C1CCCCC1` (stereo not given) gave EBI2 block -6 and CXCR6 inh 0.
For CC(C)(C)c1ccc(CC(=O)N2CCC2(C)C(=O)NS(=O)(=O)c2cccc(Cl)c2)cc1 (stereo not given) the results were EBI2 block -6 and CXCR6 inh 6.

(listing goes on)
Screening O=C(NCc1cccnc1)c1ccc2nc([C@@H]3O[C@H](CO)[C@H](O)[C@H](O)[C@H]3O)[nH]c2c1 returned EBI2 block 5 and CXCR6 inh 4.
CC1(Oc2cnc(Cl)c3ccccc23)CCN(Cc2ccc(-c3ccccn3)cc2)C1 (stereo not given) was read as EBI2 block -6 and CXCR6 inh -10.
Screening COc1ccc(-c2cnc3c(NC=O)cc(-c4ccc(F)cc4)cn23)cc1OC returned EBI2 block -11 and CXCR6 inh 4.
For O=C(Nc1nnc([C@@H]2O[C@H](CO)[C@@H](O)[C@H]2O)s1)Nc1ccccc1C(F)(F)F the results were EBI2 block -5 and CXCR6 inh -2.
`CC(=O)Nc1ccc(C(=O)N2CCCC(c3cc(C(=O)Nc4ccccc4Cl)no3)C2)cc1` (stereo not given) gave EBI2 block 2 and CXCR6 inh 3.
O=C(NCCN1CCC(n2c(=O)[nH]c3ccccc32)CC1)c1ccccc1 was read as EBI2 block -8 and CXCR6 inh -4.
Screening Nc1nc2c(ncn2[C@@H]2O[C@H](CNCc3ccc(OCCCN4CCOCC4)cc3)[C@@H](O)[C@H]2O)c(=O)[nH]1 returned EBI2 block -9 and CXCR6 inh -4.
For O=C1CN(CCN2CC(=O)N(Cc3ccccc3)C(=O)C2)CC(=O)N1Cc1ccccc1 the results were EBI2 block 0 and CXCR6 inh 3.
For CN(C)c1ccc(-c2ccnc3c2CC(C)(C(=O)NCc2ccc(F)c(F)c2)O3)cc1 (stereo not given) the results were EBI2 block 13 and CXCR6 inh 4.
CCOc1ccccc1C(=O)NCC(=O)N(C)CC(=O)Nc1ccc(N2CCOCC2)cc1 was read as EBI2 block 1 and CXCR6 inh 4.

By substructure, those above with a furan ring, fused or not (2)
`CN(CC(=O)Nc1ccc(F)cc1)C(=O)c1ccc(-c2ccc(F)cc2)o1` gave EBI2 block 12 and CXCR6 inh -6.
`CCCCn1nnnc1C(c1cc2ccccc2o1)N(C)Cc1ccc(Cl)c(Cl)c1` (stereo not given) gave EBI2 block 16 and CXCR6 inh 12.

Continued.
For O=C(NCc1ccncc1)c1ccc2nc([C@@H]3O[C@H](CO)[C@H](O)[C@H](O)[C@H]3O)[nH]c2c1 the results were EBI2 block 0 and CXCR6 inh 5.
For Cc1csc(=O)n1CCC(=O)OCC(=O)Nc1ccc(N2CCOCC2)cc1 the results were EBI2 block -3 and CXCR6 inh 2.
COc1ccc(F)cc1-c1cc(C(=O)NCc2cccc(Cl)c2)[nH]n1 was read as EBI2 block 7 and CXCR6 inh 3.
For CC(C)n1nnnc1C1c2ccccc2C(=O)N1Cc1ccc(F)cc1 (stereo not given) the results were EBI2 block 7 and CXCR6 inh 14.
COC(=O)[C@]12CCCCC=C1N(Cc1ccc(Cl)cc1Cl)C(=O)[C@H](CC(=O)N1CCSCC1)C2 was read as EBI2 block 10 and CXCR6 inh 11.
`CCOc1ccc(NS(=O)(=O)c2ccc(C(=O)NCC(c3ccco3)N3CCCCC3)cc2)cc1` (stereo not given) gave EBI2 block 0 and CXCR6 inh 8.
`COc1ccccc1CNc1nc(NCc2ccc3occc3c2)c2sccc2n1` gave EBI2 block -11 and CXCR6 inh -6.
Screening CN(c1cc(Cl)c2c(c1)OCO2)c1cc2c(c3c1ccn3C)C1CCC2C1 (stereo not given) returned EBI2 block 15 and CXCR6 inh -8.
O=C(NC1CC1)c1cccc(NC(=O)C2CCN(S(=O)(=O)c3ccccc3C(F)(F)F)CC2)c1 was read as EBI2 block -5 and CXCR6 inh 2.
`Cc1cccc(NC(=O)CNC(=O)[C@H]2O[C@@H](n3ccc(N)nc3=O)[C@H](O)[C@@H]2O)c1C` gave EBI2 block -6 and CXCR6 inh -4.
CCN(CC)C(=O)C1=C(C)N(CCC2=CCCCC2)C(=O)C(CC(=O)NCc2cccc3ccccc23)C1 (stereo not given) was read as EBI2 block 21 and CXCR6 inh 6.
For CC1CCCCC12NC(=O)N(CC(=O)Nc1cccnc1)C2=O (stereo not given) the results were EBI2 block -7 and CXCR6 inh 4.
`COc1ccc(S(=O)(=O)NC(=O)C2(C)CCN2C(=O)C(C)(C)c2ccccc2)cc1` (stereo not given) gave EBI2 block -8 and CXCR6 inh -3.
For CCCS(=O)(=O)NC(=O)C1(C)CCN(C(=O)c2cccc(C(F)(F)F)c2)C1 (stereo not given) the results were EBI2 block -7 and CXCR6 inh -3.
`OCc1ccccc1-c1cnc2sc(NCc3ccc(F)cc3)nn12` gave EBI2 block 11 and CXCR6 inh -3.
For Cc1ccc(-c2nc3ccc(Cl)cn3c2CC2CCCCC2)cc1 the results were EBI2 block 18 and CXCR6 inh -2.
Screening COc1ccccc1NC(=O)Nc1nc(C(N)Cc2ccc(C(F)(F)F)cc2)cs1 (stereo not given) returned EBI2 block -9 and CXCR6 inh -17.
c1ccc(OCCNc2ccn3nc(-c4ccc(OCCN5CCOCC5)cc4)cc3n2)cc1 was read as EBI2 block 1 and CXCR6 inh -9.
Screening CCOC(=O)[C@]12Cc3c(cc(OC)c(OC)c3OC)[C@H]1N(CCC(=O)OC)C(=O)c1cc(OC)ccc12 returned EBI2 block -6 and CXCR6 inh -6.
Screening OCC1OC(n2cnc3c(N4CCCC4)ncnc32)C(O)C1O (stereo not given) returned EBI2 block 1 and CXCR6 inh -4.
`CCCNC(=O)c1cc(C2CCCN(C(=O)C3CCCCC3)C2)on1` (stereo not given) gave EBI2 block -1 and CXCR6 inh 1.
OC[C@H]1O[C@@H](c2nc(-c3cccc4ccccc34)no2)[C@H](O)[C@@H]1O was read as EBI2 block -11 and CXCR6 inh -1.
`CN1CCN(C2CN(C3CCCCC3)S(=O)(=O)C2)CC1` (stereo not given) gave EBI2 block -4 and CXCR6 inh -1.
Screening CC1=CN2C(c3cccc([N+](=O)[O-])c3)=NON(c3ccc(C)cn3)C2C=C1 (stereo not given) returned EBI2 block -4 and CXCR6 inh -13.
Screening COc1cc(/C=C/CN2CCC(C(=O)NC(c3ccc(F)cc3)c3ccc4ccccc4n3)CC2)ccc1OC(C)=O (stereo not given) returned EBI2 block 15 and CXCR6 inh 8.
Screening CCCCc1ccc(S(=O)(=O)NC(=O)C2(C)CCN2C(=O)CCc2cccs2)cc1 (stereo not given) returned EBI2 block -1 and CXCR6 inh 2.
Screening COc1ccc(Cl)cc1-c1cc(C(=O)Nc2ccccc2)[nH]n1 returned EBI2 block 13 and CXCR6 inh 0.
For CC1(C(=O)NCc2cccc3ccccc23)CCN1C(=O)C1(c2ccccc2)CCCC1 (stereo not given) the results were EBI2 block 7 and CXCR6 inh 15.
CC(=O)N1CC2(CC(c3ccccc3F)=NO2)CN1c1ccc(Cl)cc1 (stereo not given) was read as EBI2 block 13 and CXCR6 inh -1.
For CCN1CCN(c2ccc(NC(=O)CC3OC(=O)c4ccccc43)cc2C)CC1 (stereo not given) the results were EBI2 block -13 and CXCR6 inh -2.
COC(=O)c1cccc(CN2C(=O)C(C)Oc3ccc(C)cc32)c1 (stereo not given) was read as EBI2 block 6 and CXCR6 inh -2.
`C=C(C)Cn1c2ccc(NC(=S)NCc3ccccc3F)cc2c(=O)n1C` gave EBI2 block -7 and CXCR6 inh -8.
`CCOC(=O)c1ccc(-c2ccc(N3C(c4ccsc4)=Cc4ccc(F)cc4C3c3c[nH]c4ccc(C#N)cc34)cc2)cc1F` (stereo not given) gave EBI2 block 3 and CXCR6 inh 2.
`C[C@@H]1CCCCO[C@H](CN(C)Cc2ccc(C(F)(F)F)cc2)[C@@H](C)CN([C@H](C)CO)C(=O)c2cc(NS(=O)(=O)c3cn(C)cn3)ccc2O1` gave EBI2 block -13 and CXCR6 inh -8.
Screening CCc1nc2ccc(C(=O)Nc3ccc(NC(C)=O)cc3)cn2c1N(C)C(=O)Cc1ccccc1 returned EBI2 block 1 and CXCR6 inh -2.
C[C@@H]1CN([C@@H](C)CO)C(=O)c2cc(-c3ccccc3F)cnc2O[C@H]1CN(C)Cc1cccc(F)c1 was read as EBI2 block -4 and CXCR6 inh 6.
C[C@H](NC(=O)c1ncn2c1C(=O)N[C@@H](C)C2)c1ccccc1 was read as EBI2 block 14 and CXCR6 inh 1.
Screening Cc1ccc(NC(=O)CC[C@H]2O[C@@H](n3cnc4c(NC(=O)c5ccccc5)ncnc43)[C@H](O)[C@@H]2O)cc1C returned EBI2 block -7 and CXCR6 inh -6.
`CCOC(=O)C1(C)CCN1C(=O)c1cccs1` (stereo not given) gave EBI2 block -3 and CXCR6 inh 0.
COc1ccc(F)cc1-c1cc(NC(C)=O)c2ncc(-c3cccc(C(F)(F)F)c3)n2c1 was read as EBI2 block 13 and CXCR6 inh 9.
Screening CCCCN1C(=O)C(CC(=O)NC2CCCCC2)CC(C(=O)N2CCOCC2)=C1C (stereo not given) returned EBI2 block -8 and CXCR6 inh 9.
`Cc1ccc(CNc2nc(NC(C)C)nc3ccsc23)c(C)c1` gave EBI2 block -22 and CXCR6 inh 6.
Screening CCCNC(=O)C[C@@H]1C[C@@H]2c3cc(NS(=O)(=O)c4ccc(OC)cc4)ccc3O[C@@H]2[C@@H](CO)O1 returned EBI2 block -3 and CXCR6 inh 2.
CNc1cncc(-c2ccc(F)cc2F)n1 was read as EBI2 block -5 and CXCR6 inh -4.
`COc1ccc(CN2CCC[C@]3(N[C@H](c4ccc(C)cc4)[C@@H]4C(=O)N(C)C(=O)[C@@H]43)C2=O)cc1` gave EBI2 block -3 and CXCR6 inh -7.
Screening C[C@]12CC[C@H](O)CC1=CCC1C2CC[C@@]2(C)C1CC[C@@H]2NCc1ccccc1 (stereo not given in full) returned EBI2 block 15 and CXCR6 inh 4.
Screening CC1(C(=O)O)CCC2(C)CCC3(C)C(=CC(=O)C4C5(C)CCC(=O)C(C)(C)C5CCC43C)C2C1 (stereo not given) returned EBI2 block -4 and CXCR6 inh 14.
Cc1ccc2c(CN(C)Cc3ccccc3)cc(=O)oc2c1 was read as EBI2 block 3 and CXCR6 inh -4.
Screening CCCCCCN1C[C@@H](O)[C@H](n2cc(C3CC3)nn2)C[C@@H]1c1ccc(C)cc1 returned EBI2 block 0 and CXCR6 inh 0.
`CC1CCN(S(=O)(=O)c2ccc3c(c2)C(Cl)(Cl)C(=O)N3)CC1` gave EBI2 block -33 and CXCR6 inh 16.
`COc1cccc(CN(C)C[C@H]2OCc3cnnn3CCCC(=O)N([C@H](C)CO)C[C@@H]2C)c1` gave EBI2 block -8 and CXCR6 inh -1.
Screening COCCN1C(=O)COc2ccccc2C1C(=O)NC1CCCCC1 (stereo not given) returned EBI2 block -8 and CXCR6 inh -5.

Some of the compounds tested (hit frequency here may not be typical).
